# High-throughput results deposited in PubChem BioAssay by Columbia University Molecular Screening Center.
# Htt clearance: clearance of mutant huntingtin inclusions, primary screen, imaging, HeLa Exon1htt(103Q)mCFP, confocal imaging; inhibition, % at 1.5 µM; hit rate 0.42% among 47,000; aggregate imaging; zero = plate's median compound well; AID 853, 2007;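 active = inhibition of aggregate fluorescence above about 70%, also judged a hit by eye on the cell image, limit read from the data, passing the limit was not always enough; inconclusive = no rule stated for this call; inactive = not judged a hit on image review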;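 also: cells exposed to compound for three days before fixation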
# Htt clearance grain fraction: also measured in Htt clearance; calls as there; fraction fluorescence in grains; measured here: aggregate grain fluorescence fraction; hits give low values;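 scaled fraction of total cell fluorescence in grains with unit not stated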
# The depositor's hits bear a star; ? = inconclusive; . = not tested or not shown. An excerpt, so the mix of outcomes need not match the whole.
[1] COc1ccc(C2(O)CCN(Cc3nnnn3Cc3ccc(C)cc3)CC2)cc1
[2] COc1cc(-c2nc3cnccn3c2Nc2c(C)cccc2C)ccc1O
[3] Cc1onc(-c2ccccc2)c1C(=O)NCc1ccco1
[4] CC(C)C(=O)Nc1nnn(C)n1
[5] CC(C)C1=C2CCCCC2NC(=O)N1 (stereo not drawn)

compound no.	1	2	3	4	5
Htt clearance	19.8	-2.0	2.2	-0.6	9.3
Htt clearance grain fraction	32.3	32.9	37.3	38.3	36.8

[6] CN1C(=O)N(C)C2(c3ccccc3)NC(=O)NC12c1ccccc1 (stereo not drawn)
[7] CCOc1ccc2c(c1)sc1nc(C(=O)OC)cc(=O)n12
[8] CN1C(=O)COc2ccc(C(=O)c3oc4ccccc4c3-c3cnc4c(c3)COc3ccccc3-4)cc21
[9] Cc1occc1C(=O)Nc1cccc(C(=O)NCc2ccccc2)c1
[10] O=C(C1CC(c2ccc(F)cc2)=NO1)N1CCCc2ccccc21 (stereo not drawn)

compound no.	6	7	8	9	10
Htt clearance	7.6	7.7	-62.8	-46.3	-13.5
Htt clearance grain fraction	17.7	15.6	28.6	27.2	24

[11] O=C(CSCSCC(=O)NCC1CCCO1)NCC1CCCO1 (stereo not drawn)
[12] CCCn1nc(NS(C)(=O)=O)c2cc3cccc(C)c3nc21
[13] Cc1nn(Cc2c(F)c(F)c(F)c(F)c2F)c(C)c1NC(=O)c1ccc(COc2cc(Cl)ccc2Cl)cc1
[14] COc1cccc(C(CC(=O)NCCN2CCOCC2)NS(=O)(=O)c2ccc(C)cc2)c1OC (stereo not drawn)
[15] Cn1cc(C(=O)c2ccc(Cl)cc2Cl)cc1C(=O)O

compound no.	11	12	13	14	15
Htt clearance	0.7	-8.7	-48.8	-5.4	-20.8
Htt clearance grain fraction	37.2	39.5	57.8	38	36.8

[16] O=C(CN1CCOCC1)Nc1ccccc1
[17] O=c1cc(-c2ccncc2)oc2ccccc12
[18] CCOC(=O)c1c(NS(C)(=O)=O)sc2c1CCC(C)C2 (stereo not drawn)
[19] CCC(=O)N1CC(C)C(=O)Nc2ccccc21 (stereo not drawn)
[20] CCCOC(=O)c1cccc(NC(=O)c2cccnc2)c1

compound no.	16	17	18	19	20
Htt clearance	-28.3	-1.7	-52.5	-50.7	-34.9
Htt clearance grain fraction	29.9	20.6	31.9	51.4	26.4

[21] COc1ccc(-n2c(SCC(=O)NCc3cccs3)nnc2-c2ccoc2C)cc1
[22] CCn1nc(CC(=O)Nc2nnc(CC(=O)N3CCCC3)s2)c2ccccc2c1=O
[23] COc1ccc2c(c1)c1ncn(Cc3ccco3)c(=O)c1n2C
[24] COc1ccccc1NC(=O)CC1C(=O)NCCN1C(=O)Nc1ccc(Cl)c(Cl)c1 (stereo not drawn)
[25] Cc1cc(C)c(C)c(OCCCCn2cnc3ccccc3c2=O)c1

compound no.	21	22	23	24	25
Htt clearance	33.8	-48.9	50.8	-50.1	-15.5
Htt clearance grain fraction	22.6	57.2	10.2	25.5	34.8

[26] COC(=O)c1ccccc1NC(=O)N1CCN(C/C=C/c2ccccc2)CC1
[27] O=C(Cc1cccs1)NCc1cccs1
[28] Cc1ccc(CNC(=O)/C=C/c2ccccc2Cl)cc1
[29] CC1=NN(c2nc(-c3ccccc3)cs2)C(=O)C1
[30] Cc1cc(NC(=O)CSc2ccc3c(c2)OCCO3)no1

compound no.	26	27	28	29	30
Htt clearance	2.0	-48.7	10.1	-45.1	56.4
Htt clearance grain fraction	19.3	29.3	27.6	42.4	15.8

[31] Cc1onc(-c2c(F)cccc2Cl)c1C(=O)Nc1nnc(C2CC2)s1
[32] C=CCn1c(N)c(C(=O)NCC2CCCO2)c2nc3ccccc3nc21 (stereo not drawn)
[33] COC(=O)c1sc(NC(=O)c2ccoc2C)nc1C
[34] CCCCn1c(=O)c(C(=O)OCC)c(O)c2ccccc21
[35] O=C(O)CC1CCC(=C(Cl)Cl)C1 (stereo not drawn)

compound no.	31	32	33	34	35
Htt clearance	-16.8	17.5	5.2	-21.0	52.7
Htt clearance grain fraction	38.8	15.8	17.6	41.4	15

[36] N#CC(=C1CCCC1)c1nc(-c2ccc(Cl)cc2)cs1
[37] CCN1CCN(c2ncnc3c2oc2nc(C)c4c(c23)CC(C)(C)OC4)CC1
[38] Cc1nc2c(-c3ccccc3)c(C)nn2c(C)c1CC(=O)O
[39] COCn1c(-c2cccc(Br)c2)nc2ccccc21
[40] CCOC(=O)NC1(C(F)(F)F)C(=O)N(Cc2ccccc2)C2=C1C(=O)CC(C)(C)C2 (stereo not drawn)

compound no.	36	37	38	39	40
Htt clearance	-13.1	50.0	5.7	-37.4	40.8
Htt clearance grain fraction	40.5	9.79	16.9	50.5	22.9

[41] COC(=O)c1ccc(OCCN2C3=NCCN3c3ccccc32)cc1
[42] Cc1nc2ccc(N)cc2c(=O)n1Cc1ccc(Cl)cc1
[43] Cc1cc(=O)n2nc(N3CCC(C(=O)N4CCN(Cc5ccccc5)CC4)CC3)sc2n1
[44] CCOc1cc(-c2ccccc2)nc(N)n1
[45] Cc1cc(S(=O)(=O)N(C)CCc2ccccc2)ccc1-n1cnnn1

compound no.	41	42	43	44	45
Htt clearance	-11.0	27.9	20.9	-31.4	-293.8
Htt clearance grain fraction	47.5	13.1	15.8	49.2	125

[46] Cn1c(SCC(=O)N2CCOCC2)nnc1-c1ccc(NC(=O)c2ccccc2F)cc1
[47] CCCOc1ccc(C(=O)N2CCN(c3ccc(NC(=O)CC)cc3Cl)CC2)cc1
[48] CCOC(=O)C(CC)Sc1ncnc2nc[nH]c12 (stereo not drawn)
[49] Cc1ccc(S(=O)(=O)Cn2nnnc2C(c2ccccn2)N2CCN(c3ccccc3)CC2)cc1 (stereo not drawn)
[50] Cc1ccccc1-c1nc(CS(=O)(=O)CC(=O)N(C)C2CCCCC2)c(C)o1

compound no.	46	47	48	49	50
Htt clearance	-25.1	-30.8	-10.6	-33.9	-40.8
Htt clearance grain fraction	22.6	25.5	18.2	41.2	43.5

[51] CC(C)c1cc(C(=O)NCc2ccco2)no1
[52] COc1ccc(C2NC(=O)NC(C)=C2C(C)=O)cc1 (stereo not drawn)
[53] O=C(c1ccco1)N1CCN(CC2CC3C=CC2C3)CC1 (stereo not drawn)
[54] Oc1ccccc1Oc1ncc(Br)c(N2CCOCC2)n1
[55] CCc1nnc(NC(=O)CSc2nnc(-c3ccccc3OC)n2-c2ccccc2)s1

compound no.	51	52	53	54	55
Htt clearance	-105.1	?	11.1	56.1	8.8
Htt clearance grain fraction	63.4	.	16.5	19.3	18.6

[56] CC(=O)Nc1cc(C(=O)N2CCOCC2)ccc1S(=O)(=O)c1ccc(C)cc1
[57] COC(=O)C1=C(C)N(C)C(C)=C(C(=O)OC)C1c1ccc(F)c(Br)c1
[58] CCCN(CCC)C(=O)c1ccccc1C(=O)N(CCC)CCC
[59] O=C(Nc1ccc(F)cc1)c1oc2ccccc2c1NC(=O)C1CCCC1
[60] O=C(NNC(=O)c1ccccc1-n1cccc1)c1ccccc1

compound no.	56	57	58	59	60
Htt clearance	-63.6	2.3	-89.2	8.7	-24.4
Htt clearance grain fraction	70.7	19.8	38	33.1	46.8

# Part of the list above in a different format.
# Fields – Htt clearance | Htt clearance grain fraction
58	CCCN(CCC)C(=O)c1ccccc1C(=O)N(CCC)CCC
 : -89.2 | 38
59	O=C(Nc1ccc(F)cc1)c1oc2ccccc2c1NC(=O)C1CCCC1
 : 8.7 | 33.1

# The results go on.
[61] CCC(c1nnnn1C1CCCCC1)N(Cc1ccco1)Cc1cc2ccc(OC)cc2[nH]c1=O (stereo not drawn)
[62] N/C(CC(=O)Nc1cccc(C(F)(F)F)c1)=N/O
[63] CCc1nc(NCCCn2ccnc2)c2oc3ccccc3c2n1
[64] COc1ccc(C)cc1S(=O)(=O)N(CC(=O)NCc1ccc(Cl)cc1)Cc1ccccc1
[65] COc1ccc(OC)c(Nc2nc(-c3sc(NC(=O)CC(C)C)nc3C)cs2)c1

compound no.	61	62	63	64	65
Htt clearance	1.1	-23.4	0.1	-12.4	-9.6
Htt clearance grain fraction	20	39	19.6	25.4	42.6

[66] CCNC(=O)CC1SC(=Nc2cccc(Cl)c2C)N(C)C1=O (stereo not drawn)
[67] O=C(c1ccc2c(c1)OCO2)[C@@H]1[C@@H]2C(=O)N(C3CCCCC3)C(=O)[C@@H]2C2c3ccccc3C=CN21 (stereo partly drawn)
[68] N#Cc1c2n(c3c(=O)n(Cc4ccccc4Cl)cnc13)CCCCC2
[69] CCOC(=O)C1=C(C)NC(=O)NC1/C=C/c1ccccc1 (stereo not drawn)
[70] O=C(CSc1ccc2nnc(-c3cccc(F)c3)n2n1)NCc1ccco1

compound no.	66	67	68	69	70
Htt clearance	-9.8	32.5	15.2	-20.3	11.0
Htt clearance grain fraction	20.9	26.4	17.5	42.2	30.4

# Molecules shown so far with a furan ring, fused or not (13):
[3] Cc1onc(-c2ccccc2)c1C(=O)NCc1ccco1
[8] CN1C(=O)COc2ccc(C(=O)c3oc4ccccc4c3-c3cnc4c(c3)COc3ccccc3-4)cc21
[9] Cc1occc1C(=O)Nc1cccc(C(=O)NCc2ccccc2)c1
[21] COc1ccc(-n2c(SCC(=O)NCc3cccs3)nnc2-c2ccoc2C)cc1
[23] COc1ccc2c(c1)c1ncn(Cc3ccco3)c(=O)c1n2C
[33] COC(=O)c1sc(NC(=O)c2ccoc2C)nc1C
[37] CCN1CCN(c2ncnc3c2oc2nc(C)c4c(c23)CC(C)(C)OC4)CC1

compound no.	3	8	9	21	23	33	37
Htt clearance	2.2	-62.8	-46.3	33.8	50.8	5.2	50.0
Htt clearance grain fraction	37.3	28.6	27.2	22.6	10.2	17.6	9.79

[51] CC(C)c1cc(C(=O)NCc2ccco2)no1
[53] O=C(c1ccco1)N1CCN(CC2CC3C=CC2C3)CC1 (stereo not drawn)
[59] O=C(Nc1ccc(F)cc1)c1oc2ccccc2c1NC(=O)C1CCCC1
[61] CCC(c1nnnn1C1CCCCC1)N(Cc1ccco1)Cc1cc2ccc(OC)cc2[nH]c1=O (stereo not drawn)
[63] CCc1nc(NCCCn2ccnc2)c2oc3ccccc3c2n1
[70] O=C(CSc1ccc2nnc(-c3cccc(F)c3)n2n1)NCc1ccco1

compound no.	51	53	59	61	63	70
Htt clearance	-105.1	11.1	8.7	1.1	0.1	11.0
Htt clearance grain fraction	63.4	16.5	33.1	20	19.6	30.4
